Assay outcomes as filed in PubChem.
EBNA-1 inh – blocks EBNA-1 binding to DNA. EBNA-1 DNA binding, fluorescence polarization. inhibition, % at 14.8 µM. actives 0.34% (n = 300,000). AID 1950; in the data active = inhibition above about 28%
LAP4-GFP MLPCN – modulators of TOR pathway LAP4-GFP in S. cerevisiae | S. cerevisiae LAP4-GFP multiplex, flow cytometry GFP, 3 h; median GFP as percent of DMSO wells | GFP response vs DMSO, % at 10 µM | actives 0.34% (n = 320,000) | AID 2023;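 active = GFP response vs DMSO above a set limit, about the screen mean plus 3 SD, cut at about 150% in these data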
ZTA DNA inh – blocks Epstein-Barr virus ZTA, an EBNA-1 counter-screen; actives 0.15% (n = 320,000); P03206; ZTA-DNA binding, fluorescence polarization; inhibition, % at 11 µM; in the data active = inhibition above about 33%
MEP2 TOR yeast – yeast TOR pathway MEP2-GFP modulation | S. cerevisiae MEP2-GFP strain, flow cytometry GFP, 3 h; 100% = DMSO control level | actives 0.51% (n = 330,000) | AID 2016 | GFP response vs DMSO, % at 10 µM;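 active = GFP response versus DMSO above a set limit, roughly screen mean plus 3 SD, cut at about 180% in these data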;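 also: median GFP fluorescence of the barcode-gated MEP2-GFP cells per well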
procasp3 activ – activators of human procaspase-3; activation, % at 8.5 µM; recombinant procaspase-3 D3A, Ac-DEVD-pNA absorbance 405 nm; actives 0.11% (n = 330,000); P42574;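 active = activation above the mean of all tested compounds plus 3 SD, cut at about 21% in these data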;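 also: 0% = DMSO alone and 100% = DMSO wells spiked with extra 5 µM PC-3 D3A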
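Compound: 8.5 µM single point, 0.8% DMSO / Material: Autoprocessing-dead procaspase-3 D3A mutant enzyme / Timing: 1 h preincubation plus 2 h reaction at 25 °C / Medium: Zinc-free HEPES/NaCl buffer with 0.01% Triton X-100 at pH 7.4 / Technique: 405 nm absorbance of p-nitroaniline, reads at 0 and 120 min / Repeats: one well per compound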
RPL19A-GFP yeast – yeast TOR pathway RPL19A-GFP modulation. S. cerevisiae RPL19A-GFP strain, flow cytometry, 3 h; hits give low values. percent response vs DMSO, % at 10 µM. actives 0.3% (n = 330,000). AID 2025;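 active = percent response vs DMSO below 50%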;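 also: median channel GFP fluorescence of the barcoded RPL19A-GFP strain; ratio of sample median GFP to plate DMSO average so 100% = DMSO; lower means less RPL19A-GFP as with rapamycin TOR inhibition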
proCasp7 act – counter-screen for procaspase-3 activators: activators of human procaspase-7; P55210; actives 0.093% (n = 330,000); recombinant procaspase-7, Ac-DEVD-pNA absorbance 405 nm; D23A/D198A/D206A triple mutant, cannot self-cleave; scale: DMSO 0, 5 µM enzyme 100; AID 463210; activation, % at 8.5 µM;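 active = percent activation above the screen-wide mean plus 3 SD, cut at about 25% in these data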
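System: Procaspase-7 triple mutant (PC-7 D3A); measure: % activation from two-timepoint absorbance difference, scaled to controls; times: 1 h compound preincubation, 2 h substrate cleavage, 25 °C; also added: Ac-DEVD-pNA substrate, 400 µM as added; measured by: Epi-absorbance of released pNA at 405 nm, two timepoints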
AHR act – activators of human aryl hydrocarbon receptor | P35869 | AHR-responsive luciferase reporter cells, luminescence | activation, % at 5 µM | actives 2.5% (n = 320,000); in the data active = activation above about 47%;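 also: 0% = vehicle wells and 100% = reference agonist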
An asterisk follows results filed as active; / = no result given. Outcome played no part in choosing rows. Share with any hit: about 3.8%.

no.	mol	EBNA-1 inh	LAP4-GFP MLPCN	ZTA DNA inh	MEP2 TOR yeast
1	Cc1ccc(C)c(C(=O)COC(=O)C2CCN(c3ccc(C(F)(F)F)cn3)CC2)c1	-3	106	-9	99
2	O=c1c2c3c(sc2nc2n1CCCC2)CCCCC3	-2	107	-10	97
3	c1cncc(CNc2nc(-c3cccnc3)nc3ccccc23)c1	-13	105	-9	120
4	CC(C)Oc1ccc(C(CC(=O)O)NC(=O)C2CCCCC2)cc1 (stereo not given)	-5	104	-9	108
5	O=C(c1cccc(S(=O)(=O)N2CCOCC2)c1)N1CCC(Cc2ccccc2)CC1	/	95	-14	105
6	CC(=O)N1CCC(C(=O)OCc2ccccc2F)(c2ccccc2)CC1	10	95	8	101
7	CC(OC(=O)Cc1n[nH]c(=O)c2ccccc12)C(=O)Nc1ccc(Cl)cn1 (stereo not given)	8	107	-6	100
8	COCC(=O)N1CCC(Oc2ccc(C(=O)N3CCCCCCC3)cc2)CC1	0	95	-11	108
9	O=C(CN1CCN(c2ccccc2F)CC1)c1c[nH]c2ccc(F)cc12	1	99	-6	96
10	Nc1nc(C(F)(F)F)c(Br)c(=O)n1N	-10	100	-9	100
11	CN(C)S(=O)(=O)N1CCN(c2cccc(Cl)c2)CC1	-11	99	1	97
12	O=C(NNC(=S)Nc1ccccc1)c1cc(-c2cccnc2)nc2ccccc12	5	89	-21	97
13	CCOC(=O)c1sc(C)c(C(=O)NCC(C)(C)CN(C)C)c1N	7	104	-10	101
14	Clc1ccc(OCc2nc(-c3ccc(Br)o3)no2)cc1	1	105	0	99
15	CCCCCNC(=O)CCc1ccccc1	1	100	6	98

no.	procasp3 activ	RPL19A-GFP yeast	proCasp7 act	AHR act
1	-8	92	3	0
2	-2	96	-5	8
3	12	107	7	11
4	1	101	4	2
5	-1	98	2	0
6	1	96	-8	3
7	9	99	5	0
8	5	101	6	0
9	-4	99	7	0
10	-4	98	4	1
11	-7	93	4	2
12	-14	97	-14	10
13	8	99	2	-4
14	4	103	6	6
15	-2	96	-5	2

3 compounds from above, limited to proCasp7 act, ZTA DNA inh and AHR act.
No. | Compound | proCasp7 act | ZTA DNA inh | AHR act
8 | COCC(=O)N1CCC(Oc2ccc(C(=O)N3CCCCCCC3)cc2)CC1 | 6 | -11 | 0
9 | O=C(CN1CCN(c2ccccc2F)CC1)c1c[nH]c2ccc(F)cc12 | 7 | -6 | 0
10 | Nc1nc(C(F)(F)F)c(Br)c(=O)n1N | 4 | -9 | 1

(more compounds)
no.	mol	EBNA-1 inh	LAP4-GFP MLPCN	ZTA DNA inh	MEP2 TOR yeast
16	O=C(Nc1ccc(Cc2ccncc2)cc1)c1cccc([N+](=O)[O-])c1	-3	97	-12	103
17	CCN(CC(=O)Nc1ccc(NC(C)=O)cc1)C(=O)CN1C(=O)C2CCCCC2C1=O (stereo not given)	/	104	13	96
18	COCCN1C(=O)c2ccccc2C(C(=O)NCCCN2CCCC2)C1c1c[nH]c2ccccc12 (stereo not given)	-3	100	-8	103
19	O=C(Nc1cc(S(=O)(=O)N2CCCCC2)ccc1Cl)c1ccccc1NS(=O)(=O)c1ccc(F)cc1	12	105	20	98
20	Clc1ccccc1-c1nnc2sc(-c3ccc4c(c3)OCO4)nn12	-4	117	-5	102
21	CCOC(=O)c1c(S(=O)(=O)NCC(=O)Nc2cc(C)ccc2C)c(C)n(C)c1C	-3	95	-2	96
22	O=S(=O)(C=C(c1ccccc1)c1ccccc1)c1ccccc1	-14	117	0	105
23	CCC(CC)C(=O)Nc1ccc(C)c(O)c1	14	91	5	93
24	COc1ccc(/C=N/NC(=O)c2sc(C)nc2C)cc1	-15	84	-10	98
25	COc1cc(-c2nnc3sc(Cc4ccccc4)nn23)cc(OC)c1OC	13	98	15	103
26	C#CCOC(=O)/C(=C/C=C/c1ccccc1)NC(=O)c1ccccc1	10	103	9	104
27	Cc1ccoc1C(=O)NCCNc1ccc(Cl)cc1[N+](=O)[O-]	6	94	-4	92
28	CCCOc1ccc(CCc2n[nH]c(=S)n2Cc2ccccc2)cc1	1	98	-1	101
29	O=C1CC2(CCCCCC2)Oc2ccc(Cl)cc21	-1	107	-3	90
30	Cn1c(C(=O)NCc2ccco2)cc2c(=O)[nH]c3ccccc3c21	-3	97	0	102

no.	procasp3 activ	RPL19A-GFP yeast	proCasp7 act	AHR act
16	-2	106	9	4
17	5	98	-2	0
18	-3	97	3	4
19	-3	101	9	0
20	-7	92	-15	56*
21	10	98	8	2
22	-8	105	1	5
23	8	89	3	-2
24	-7	93	7	56*
25	-1	97	-7	36
26	-2	117	-1	2
27	2	94	1	15
28	1	98	-16	13
29	2	100	17	-2
30	3	102	6	2

(continued)
no.	mol	EBNA-1 inh	LAP4-GFP MLPCN	ZTA DNA inh	MEP2 TOR yeast
31	CCOC(=O)c1ccc(NC(=O)C(CC)CC)cc1	4	95	-2	92
32	CCN1/C(=c2/s/c(=C3/C(=O)N(c4ccccc4)N=C3C)n(CC)c2=O)C=Cc2ccccc21	-11	91	-8	105
33	O=C(NCC1CCCO1)c1ccc(Oc2ccc([N+](=O)[O-])cc2)cc1 (stereo not given)	7	106	-10	98
34	CSc1nc(C)cc(SCC(=O)Nc2ccc(Cl)cc2Cl)n1	-5	108	-15	95
35	Cn1c(=O)[nH]c(=O)c2c1nc(CN1CCN(c3ccc(F)cc3)CC1)n2CCN1CCOCC1	-21	100	-15	108
36	Nc1ccc2c(c1)C(=O)N(CC1CCCO1)C2=O (stereo not given)	-3	91	8	107
37	O=C(Oc1ccc(=O)n(-c2ccccc2)n1)c1ccc(F)cc1	5	78	6	76
38	Cc1ccc(-c2nnc(SCC(=O)Nc3sc(C)c(C)c3C#N)n2C)cc1	17	100	-12	99
39	COc1ccc(NC(=O)N2CCCC2C(=O)Nc2ccc(C)cc2C)cc1 (stereo not given)	-1	100	5	96
40	Cc1nnc2ccc(N3CCN(c4cccc(C(F)(F)F)c4)CC3)nn12	-1	98	-4	99
41	CC(C)(C)OC(=O)N[C@@H](C(=O)OC(C)(C)C)c1ccccc1	/	108	16	92
42	CC(C)Oc1ccc(/C(O)=C2/C(=O)C(=O)N(Cc3cccnc3)C2c2ccco2)cc1 (stereo not given)	-2	103	-9	103
43	CCN(c1ccccc1)S(=O)(=O)c1ccc2[nH]c(=O)[nH]c2c1	1	101	-21	97
44	CCN(CC)S(=O)(=O)c1ccc(NC(=O)COC(=O)c2cnc(C)cn2)cc1	0	116	-3	111
45	Cc1ccc(C)n1-c1ncn[nH]1	-11	96	0	101

no.	procasp3 activ	RPL19A-GFP yeast	proCasp7 act	AHR act
31	-1	95	11	0
32	3	100	-1	2
33	13	101	-2	2
34	-7	99	-2	4
35	6	105	6	2
36	-6	99	-3	-1
37	1	91	4	1
38	0	98	-1	2
39	-2	103	1	4
40	7	98	4	-3
41	1	98	3	1
42	-34	104	-70	2
43	8	89	3	7
44	1	92	8	2
45	7	97	0	8

(further entries)
no.	mol	EBNA-1 inh	LAP4-GFP MLPCN	ZTA DNA inh	MEP2 TOR yeast
46	COc1ccc(Br)cc1C(=O)Nc1ccc(N2CCCC2)cc1	-2	97	-2	105
47	CC(C)Cn1c(=O)c2sccc2n2c(CCCC(=O)N3CCC(N4CCCCC4)CC3)nnc12	2	94	-1	94
48	C=CCn1c(=O)c2ccccc2n2c(SCc3csc(-c4ccccc4)n3)nnc12	5	96	3	107
49	Cc1ccc(NC(=O)COC(=O)c2ccc([N+](=O)[O-])o2)cc1S(=O)(=O)N1CCCCC1	-2	104	3	106
50	Cc1cccc(Cn2c(NCC(C)O)nc3c2c(=O)n(C)c(=O)n3C)c1 (stereo not given)	1	104	6	96
51	CCCc1cc(=O)[nH]c(SCC(=O)N(C)CC(=O)Nc2ccc(F)cc2)n1	/	107	7	99
52	Cc1ccc(-n2nnnc2SCC(=O)NCCC2=CCCCC2)c(C)c1	-4	109	15	104
53	CCOc1cccc(CN2CCCC(N3CCc4cc(OC)c(OC)cc4C3)C2)c1O (stereo not given)	1	93	-2	96
54	O=C(Cn1ccccc1=O)Nc1ccc(Cl)c(S(=O)(=O)N2CCCCC2)c1	/	114	2	118
55	COc1ccc([N+](=O)[O-])cc1NC(=O)c1ccc(C)o1	7	103	12	87
56	COc1ccc(-c2cc(C(=O)NCCN3CCOCC3)c3ccccc3n2)cc1OC	6	98	3	101
57	Cc1cc(NCCN2CCOCC2)n2ncc(-c3ccccc3)c2n1	6	94	7	98
58	Cc1cc2[nH]c(=O)c(=O)[nH]c2cc1S(=O)(=O)Nc1cccc(F)c1	-11	102	8	105
59	CN1C(C(=O)Nc2cccc(O)c2)=CC(c2ccco2)=NS1(=O)=O	-4	103	-5	96
60	COc1ccc2c(CC#N)c[nH]c2c1	10	/	14	109

no.	procasp3 activ	RPL19A-GFP yeast	proCasp7 act	AHR act
46	-2	101	-6	105*
47	6	95	9	-3
48	1	97	2	6
49	0	98	-2	1
50	4	104	3	2
51	5	100	8	0
52	7	101	3	1
53	-7	100	0	7
54	-3	110	-16	1
55	11	97	2	32
56	4	94	9	24
57	-5	98	-4	39
58	5	103	2	1
59	-1	100	-1	-1
60	8	97	0	6

Entries 46 through 48 from above:
no.	mol	EBNA-1 inh	LAP4-GFP MLPCN	ZTA DNA inh	MEP2 TOR yeast
46	COc1ccc(Br)cc1C(=O)Nc1ccc(N2CCCC2)cc1	-2	97	-2	105
47	CC(C)Cn1c(=O)c2sccc2n2c(CCCC(=O)N3CCC(N4CCCCC4)CC3)nnc12	2	94	-1	94
48	C=CCn1c(=O)c2ccccc2n2c(SCc3csc(-c4ccccc4)n3)nnc12	5	96	3	107

no.	procasp3 activ	RPL19A-GFP yeast	proCasp7 act	AHR act
46	-2	101	-6	105*
47	6	95	9	-3
48	1	97	2	6

The results go on:
no.	mol	EBNA-1 inh	LAP4-GFP MLPCN	ZTA DNA inh	MEP2 TOR yeast
61	O=C(CN(Cc1ccco1)C(=O)CNS(=O)(=O)c1ccc(Cl)cc1)NCc1ccc(F)cc1	3	98	-4	95
62	COc1cc(C2/C(=C(/O)c3ccc(OCC(C)C)cc3)C(=O)C(=O)N2CCN(C)C)ccc1O (stereo not given)	-6	92	2	107
63	O=C(Nc1nc2ccccc2s1)C1CCCO1 (stereo not given)	-11	108	-13	108
64	Cc1cc(/C=N/NC(N)=S)c(C)n1-c1cccc(Cl)c1	5	106	14	99
65	CSc1ccccc1NC(=O)CN(C)C(=O)COc1cccc2cccnc12	/	93	/	95

no.	procasp3 activ	RPL19A-GFP yeast	proCasp7 act	AHR act
61	-5	103	8	-3
62	2	102	-18	-1
63	0	97	4	37
64	2	107	-14	12
65	-29	94	-37	11

Arranged by value in AHR act (smallest number first): 4 of the compounds above.
item	Molecule	EBNA-1 inh	LAP4-GFP MLPCN	MEP2 TOR yeast	procasp3 activ	RPL19A-GFP yeast	AHR act
38	Cc1ccc(-c2nnc(SCC(=O)Nc3sc(C)c(C)c3C#N)n2C)cc1	17	100	99	0	98	2
14	Clc1ccc(OCc2nc(-c3ccc(Br)o3)no2)cc1	1	105	99	4	103	6
27	Cc1ccoc1C(=O)NCCNc1ccc(Cl)cc1[N+](=O)[O-]	6	94	92	2	94	15
57	Cc1cc(NCCN2CCOCC2)n2ncc(-c3ccccc3)c2n1	6	94	98	-5	98	39
